Bioassay records deposited in PubChem BioAssay by several laboratories.
DSG3 Ab inh – inhibitors of pemphigus antibody binding to DSG3, primary screen, biochemical, bead-based, flow cytometry, scFv-GFP; DSG3-coupled beads, scFv-anti-DSG3-GFP binding; hits give low values; binding (percent of control), % at 10 µM; 310,000 compounds, 0.48% hits; AID 588358, 2011;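 active = binding more than 3 SD below its plate's average and above zero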;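 note: hits lower antibody fragment binding to DSG3; some compounds called inactive have numbers as strong as hits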
PKA-R1A act – activators of PKA-R1A holoenzyme, primary screen, biochemical, fluorescence polarization, Cy5-IP20, bovine R1A, mouse PKAc | activation, % at 11.4 µM | PKA-R1A dissociation; scaled: DMSO 0%, 113 µM cGMP 100% | cAMP-dependent protein kinase type I-alpha regulatory subunit (Bos taurus) + … | 340,000 compounds, 0.083% hits | AID 504707, 2011;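 active = percent activation above the mean of all tested compounds plus 3 SD, cut at about 19% in these data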;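 note: higher means more PKAc released from R1A so a rise in polarization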
dFosB activator – activators of delta FosB homodimer, primary screen, biochemical, fluorescence polarization, TAMRA-CDK5 oligo, single point; purified delta FosB; percent of positive-control signal above neutral wells; activation, % at 25 µM; 340,000 compounds, 0.99% hits; AID 493131, 2011;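 active = mean activation above about 17%, with every replicate also reaching it, limit read from the data, passing the limit was not always enough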;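 note: fluorescence polarization rise as delta FosB binds a TAMRA Cdk5 AP-1 oligo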
NSD2 inh – NSD2 histone methyltransferase inhibitors, primary screen, biochemical, AlphaScreen, single concentration, set 2; Histone-lysine N-methyltransferase NSD2 (Homo sapiens), O96028; inhibition, % at 12.5 µM; 310,000 compounds, 0.54% hits; NSD2 peptide methylation, 120 min; in the data active = inhibition above about 50%
SR-BI HDL uptake – inhibitors of SR-BI mediated HDL lipid uptake, primary screen, ldlA[mSR-BI] cells, fluorescence, single point | Scavenger receptor class B member 1 (Mus musculus), Q61009 | ldlA[mSR-BI] CHO cells, DiI-HDL uptake fluorescence, 3 h | inhibition, % at 12.5 µM | 320,000 compounds, 0.96% hits;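 active = mean replicate inhibition of at least 70% and a set share of replicates each scoring 70 or more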;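 note: 0% = median of neutral control wells and 100% = median of positive control wells; values of inactives mirror those of a sister screen read the other way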
SR-BI DiI-HDL act – activators of SR-BI mediated DiI-HDL uptake, primary screen, ldlA[mSR-BI] CHO cells, DiI fluorescence | 320,000 compounds, 0.096% hits | 3 h; 100 = double the neutral-control signal | activation, % at 12.5 µM;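 active = mean replicate activation of at least 60% and every replicate at or above 60%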;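 note: 0% = median plate neutral-control signal and 100% = twice that signal; values of inactives mirror those of a sister screen read the other way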
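System: CHO ldlA[mSR-BI] cells / Medium: HEPES-buffered (25 mM, pH 7.4) F12 plus 0.5% BSA / Probe or stimulus: labelled HDL, 10 µg/mL / Doses: single compound concentration, delivered by pin transfer / Schedule: 3 h, 37 °C / Measured by: DiI fluorescence, bottom read / Measure: cell-associated DiI fluorescence as measure of HDL uptake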
MITF act – activators of MITF-driven TRPM1 promoter reporter, primary screen, cell-based, SK-MEL-5, luciferase, single point; SK-MEL-5 TRPM1-promoter luciferase, 24 h; % of positive control, neutral wells = 0; activation, % at 12.5 µM; 300,000 compounds, 0.75% hits; AID 588334, 2011;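 active = mean activation of at least 80% with every replicate also reaching 80%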;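 note: 0% = neutral control wells and 100% = parthenolide positive control wells; values of inactives mirror those of a sister screen read the other way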
Arr AP2 block – inhibitors of beta-arrestin/AP2 binding, primary screen, biochemical, GPCR trafficking, flow cytometry; beta-arrestin 1 C-terminal peptide binding to AP2 beta2-adaptin appendage (human); FITC-arrestin peptide / GST-AP2 beads; AP2 beta2 appendage carries R879A mutation; inhibition, % at 10 µM; 340,000 compounds, 0.31% hits; AID 504490, 2011;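 active = inhibition above a set limit, near 3 SD of compounds lacking own fluorescence, cut at about 54% in these data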;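 note: plate controls were DMSO wells for no effect and 5 µM unlabelled arrestin peptide for full effect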
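System: GST-AP2 R879A glutathione beads | Also added: FITC-arrestin peptide, 50 nM | Times: 12 min plus 1 h, RT | Signal: Bead flow cytometry, FITC channel | Buffer or medium: PBS with 0.05% Tween 20 and 0.1% BSA | Read-out basis: Percent drop in bead-associated FITC signal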
PKA-R2B activ – activators of PKA-R2B holoenzyme, primary screen, biochemical, fluorescence polarization, Cy5-IP20, human | cAMP-dependent protein kinase catalytic subunit beta (Homo sapiens) + cAMP-dependent … | 340,000 compounds, 0.079% hits | PKA-R2B holoenzyme dissociation; R2B truncated from residue 108, S112A mutant; 0% DMSO only, 100% 113 µM cGMP | activation, % at 11.4 µM | AID 504700, 2011;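 active = activation above a cutoff set at the mean over all compounds plus 3 SD, cut at about 18% in these data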;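 note: higher means more holoenzyme dissociation and a rise in polarization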
Target sequence (P31323 whole entry, looked up, other chains not shown, the tested form may be a part): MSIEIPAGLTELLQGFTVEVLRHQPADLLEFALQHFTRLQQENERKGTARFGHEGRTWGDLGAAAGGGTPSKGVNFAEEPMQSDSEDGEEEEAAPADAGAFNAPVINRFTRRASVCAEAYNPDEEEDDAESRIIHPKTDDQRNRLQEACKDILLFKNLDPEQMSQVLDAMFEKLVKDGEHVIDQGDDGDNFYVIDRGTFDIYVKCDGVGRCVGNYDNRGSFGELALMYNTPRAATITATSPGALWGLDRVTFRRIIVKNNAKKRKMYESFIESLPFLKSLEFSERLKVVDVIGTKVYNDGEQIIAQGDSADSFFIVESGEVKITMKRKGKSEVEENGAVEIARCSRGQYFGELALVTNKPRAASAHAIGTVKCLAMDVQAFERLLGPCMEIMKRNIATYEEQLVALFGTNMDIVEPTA
CDK5 p35 inh – inhibitors of human CDK5/p35 kinase, primary screen, biochemical, single concentration; Recombinant CDK5/p35, ADP-Glo luminescence, 60 min; AID 488839, 2010; 330,000 compounds, 0.01% hits; inhibition, % at 10 µM;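 active = highest replicate inhibition of at least 50% and at least 75% of replicates reaching 50%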;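 note: plate controls were DMSO neutral control for no effect and GW8510 at 10 µM for full effect; many of its hits are not listed in these tables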
Target sequence (Q00535 whole entry, looked up): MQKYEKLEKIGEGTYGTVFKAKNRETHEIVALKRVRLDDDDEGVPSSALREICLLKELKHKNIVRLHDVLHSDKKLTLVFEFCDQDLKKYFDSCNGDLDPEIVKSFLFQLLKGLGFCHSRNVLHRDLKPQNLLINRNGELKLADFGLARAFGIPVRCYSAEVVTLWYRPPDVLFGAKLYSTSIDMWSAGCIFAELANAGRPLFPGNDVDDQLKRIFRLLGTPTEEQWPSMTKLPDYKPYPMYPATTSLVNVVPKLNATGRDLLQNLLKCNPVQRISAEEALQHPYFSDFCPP
Target sequence (Q15078 whole entry, looked up): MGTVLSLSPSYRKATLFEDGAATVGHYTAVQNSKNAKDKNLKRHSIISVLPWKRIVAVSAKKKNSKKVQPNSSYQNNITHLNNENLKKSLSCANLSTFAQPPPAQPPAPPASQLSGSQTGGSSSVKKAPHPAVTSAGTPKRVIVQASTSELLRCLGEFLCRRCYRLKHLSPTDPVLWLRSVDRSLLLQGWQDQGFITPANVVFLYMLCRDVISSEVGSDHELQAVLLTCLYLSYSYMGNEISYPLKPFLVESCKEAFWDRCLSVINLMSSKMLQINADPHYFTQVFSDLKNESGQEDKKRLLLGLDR
Mot1-301 SUMO – yeast Mot1-301 growth rescue at high temperature, primary screen, SUMOylation pathway inhibitor project, S. cerevisiae, ATP luminescence, 38.5C. S. cerevisiae Mot1-301 growth rescue; percent above DMSO median, 100 means doubled. growth rescue, % at 18.8 µM. 320,000 compounds, 1% hits;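 active = every valid replicate shows activation above 250% relative to neutral control wells; inactive = the rest, any valid replicate at or below 250%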;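 note: OY570 slx delta 5 strain wells were the positive control but not used for scaling; some compounds called inactive have numbers as strong as hits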
* marks the source's active call; other numbers are inactive results; . = no result given.

1. CC(=O)Nc1ccccc1C(=O)C(=O)Nc1cccc(C(=O)NCc2ccccc2)c1
2. CC(=O)N1CCc2cc(S(=O)(=O)NCCC(=O)Nc3cc(C)cc(C)c3)ccc21
3. CCN(Cc1ccncc1)Cc1cn(C)nc1-c1ccc(Oc2ccccc2)cc1
4. COC(=O)N(C)CCCC1(C)C(=O)N(C)c2ccc(O)cc21 (stereo not drawn)
5. CCCCn1c(N)c(N(CC(C)C)C(=O)CCNC(=O)c2ccc([N+](=O)[O-])cc2)c(=O)[nH]c1=O
6. O=C(N1CCOCC1)C(F)(F)C(F)(F)C(F)(F)C(F)(F)C(=O)N1CCOCC1
Compound	1	2	3	4	5	6
DSG3 Ab inh	98	101	103	107	99	93
PKA-R1A act	4	-10	5	-3	-4	-3
dFosB activator	-8	0	-10	5	-8	0
NSD2 inh	16	1	0	-2	27	-4
SR-BI HDL uptake	-5	-13	7	12	-21	1
SR-BI DiI-HDL act	5	13	-7	-12	21	-1
MITF act	9	5	2	-6	-4	3
Arr AP2 block	2	-2	6	6	1	-2
PKA-R2B activ	-8	3	-1	-10	-11	2
CDK5 p35 inh	-0.5	-0.5	1.4	-5.4	-2.0	-2.0
Mot1-301 SUMO	-6	16	24	10	.	-2

Part of the list above, tab-delimited.
No.	structure	DSG3 Ab inh	PKA-R1A act	dFosB activator	NSD2 inh	SR-BI HDL uptake	SR-BI DiI-HDL act	MITF act	Arr AP2 block	PKA-R2B activ	CDK5 p35 inh	Mot1-301 SUMO
5	CCCCn1c(N)c(N(CC(C)C)C(=O)CCNC(=O)c2ccc([N+](=O)[O-])cc2)c(=O)[nH]c1=O	99	-4	-8	27	-21	21	-4	1	-11	-2.0	.
6	O=C(N1CCOCC1)C(F)(F)C(F)(F)C(F)(F)C(F)(F)C(=O)N1CCOCC1	93	-3	0	-4	1	-1	3	-2	2	-2.0	-2

More structures:
7. COc1ccc(N2C(=O)c3ccc(C(=O)Nc4ccccc4O)cc3C2=O)cc1
8. CC(C)c1nnc(NC(=O)C2CCCN2C(=O)Nc2ccc(F)cc2)s1 (stereo not drawn)
9. COc1ccc(C)cc1S(=O)(=O)N(C)CC(=O)NCc1ccncc1
10. CCOC(=O)N1CCN(CCC(=O)c2ccc(Br)cc2)CC1
11. O=C(C1CCCCCC1)N1CC[C@@H](N2CCC(O)CC2)[C@H](O)C1
12. COc1ccc(C(=O)N/N=C/c2ccccn2)cc1OC
Compound	7	8	9	10	11	12
DSG3 Ab inh	100	88	119	111	106	.
PKA-R1A act	-5	1	-6	-7	-2	-7
dFosB activator	-3	-6	-8	-2	-4	-10
NSD2 inh	1	4	-2	-3	-2	-4
SR-BI HDL uptake	-6	8	.	-5	-16	18
SR-BI DiI-HDL act	6	-8	.	5	16	-18
MITF act	-21	11	2	5	1	2
Arr AP2 block	13	3	2	-5	36	12
PKA-R2B activ	0	6	-3	5	1	-1
CDK5 p35 inh	2.0	2.4	0.3	0.9	1.3	-0.4
Mot1-301 SUMO	-12	-23	16	27	-19	319

13. COCCCn1c(SCC(=O)N2CCCCC2C)nnc1-c1ccco1 (stereo not drawn)
14. Cc1cccc(C)c1OCc1nnc(SCC(=O)Nc2ccccc2F)o1
15. O=C(CN1C(=O)C(=O)N(Cc2ccco2)C1=O)NC1CCCCC1
16. NC(N)=N/N=C/c1cccc(Cl)c1Cl
17. CCCOc1nc(SCCC)nc2c1cnn2-c1ccccc1
18. CCOc1ccccc1/C=C/C(=O)N1CCN(C(=O)c2ccco2)CC1
Compound	13	14	15	16	17	18
DSG3 Ab inh	89	115	103	103	90	130
PKA-R1A act	-5	-3	5	-1	0	-8
dFosB activator	0	2	-1	-12	-8	-1
NSD2 inh	-8	.	3	4	-4	2
SR-BI HDL uptake	-6	2	-13	-4	18	29
SR-BI DiI-HDL act	6	-2	13	4	-18	-29
MITF act	-4	-3	4	9	13	4
Arr AP2 block	-2	-5	3	-1	-2	33
PKA-R2B activ	-3	7	1	1	-13	-3
CDK5 p35 inh	3.0	1.4	-0.5	1.1	1.5	3.0
Mot1-301 SUMO	22	-6	-17	26	-7	-9

19. CCOC(=O)c1c(NC(=O)CSc2nc3c(c(=O)n(C)c(=O)n3C)n2CC)sc(C)c1C
20. CCN1CNC(=S)N(c2cc(C)ccc2C)C1
21. CCOC(=O)C(Cc1c[nH]c2ccc([N+](=O)[O-])cc12)(NC(C)=O)C(=O)OCC
22. O=C(CCC1CCCCC1)NC1CCCCC1
23. CCCC(C)c1nnc(NC(=O)C2CC(=O)N(c3ccc(OCC)cc3)C2)s1 (stereo not drawn)
24. Cc1cc(OCC(=O)N2CCN(c3ccccn3)CC2)cc(C)c1Br
Compound	19	20	21	22	23	24
DSG3 Ab inh	97	103	105	.	104	105
PKA-R1A act	0	-4	11	-2	-5	-26
dFosB activator	-6	2	-7	-3	-26	-7
NSD2 inh	10	0	-2	0	1	-2
SR-BI HDL uptake	1	-11	-7	-10	10	-21
SR-BI DiI-HDL act	-1	11	7	10	-10	21
MITF act	-3	-11	4	22	-13	5
Arr AP2 block	3	-14	9	-31	-5	-2
PKA-R2B activ	-4	-4	6	0	-2	-12
CDK5 p35 inh	1.1	-2.2	4.6	-0.5	0.5	0.8
Mot1-301 SUMO	-18	648	.	-4	-24	-19

Ordered by value in PKA-R2B activ (falling): three from the list above
nr	Structure	DSG3 Ab inh	PKA-R1A act	dFosB activator	NSD2 inh	SR-BI HDL uptake	SR-BI DiI-HDL act	MITF act	Arr AP2 block	PKA-R2B activ	CDK5 p35 inh	Mot1-301 SUMO
14	Cc1cccc(C)c1OCc1nnc(SCC(=O)Nc2ccccc2F)o1	115	-3	2	.	2	-2	-3	-5	7	1.4	-6
13	COCCCn1c(SCC(=O)N2CCCCC2C)nnc1-c1ccco1 (stereo not drawn)	89	-5	0	-8	-6	6	-4	-2	-3	3.0	22
17	CCCOc1nc(SCCC)nc2c1cnn2-c1ccccc1	90	0	-8	-4	18	-18	13	-2	-13	1.5	-7

(further entries)
25. NC(=O)C1CCN(C(=O)N2c3ccccc3Sc3ccccc32)CC1
26. CCC(C)(C)n1nnnc1CN1CCc2ccccc21
27. CC(=O)c1cccc(NC(=O)c2cc(=O)[nH]c3ccc(S(=O)(=O)N4CCOCC4)cc23)c1
28. CCn1c(Oc2cccc(Br)c2)nc2c1c(=O)n(C)c(=O)n2C
29. CCc1ccccc1NC(=O)C1CC(c2ccc(F)cc2)=NO1 (stereo not drawn)
30. CN(C)S(=O)(=O)c1cccc(NC(=S)Nc2ccc(Cl)cc2Cl)c1
Compound	25	26	27	28	29	30
DSG3 Ab inh	90	102	92	111	.	97
PKA-R1A act	-12	-10	-3	-4	3	-4
dFosB activator	-2	-12	-7	-3	-7	-5
NSD2 inh	10	-3	3	1	-1	-1
SR-BI HDL uptake	21	13	-38	15	-13	7
SR-BI DiI-HDL act	-21	-13	38	-15	13	-7
MITF act	-6	-11	2	26	3	.
Arr AP2 block	4	1	7	3	-10	32
PKA-R2B activ	-4	-4	0	3	-4	-3
CDK5 p35 inh	-0.8	-0.1	-1.3	0.7	0.0	0.8
Mot1-301 SUMO	14	-7	1	-16	182	-24

31. COc1ccc(S(=O)(=O)N(C)C[C@H]2Oc3ccc(NC(=O)Nc4ccccc4)cc3C(=O)N([C@H](C)CO)C[C@@H]2C)cc1
32. COc1ccccc1/C=C/C(=O)NC(=S)Nc1ccc(S(=O)(=O)N(C)c2ccccc2)cc1
33. COc1ccc(CNC(=O)[C@@H](NC(=O)C2CCN(S(=O)(=O)c3ccc(C)cc3)CC2)C(C)C)cc1OC
34. O=C(COC(=O)COc1ccc2c(c1)CCC2)Nc1ccccc1C(F)(F)F
35. CCc1ccc(C2=NN(S(C)(=O)=O)C(c3cccs3)C2)cc1 (stereo not drawn)
36. CCOc1cccc(CNc2nnnn2C)c1
37. COc1ccc(O)c(/C=N/Nc2nc3ccccc3[nH]2)c1
38. Cc1cc2nc3c(nc2cc1C)C1(C(=O)O)CCC3(C)C1(C)C (stereo not drawn)
Compound	31	32	33	34	35	36	37	38
DSG3 Ab inh	101	99	98	97	185	89	100	114
PKA-R1A act	0	4	-10	10	1	-1	-2	3
dFosB activator	2	24*	3	0	-1	4	-3	-2
NSD2 inh	.	-5	-2	0	0	-3	8	6
SR-BI HDL uptake	24	10	5	-28	-11	-33	-13	-2
SR-BI DiI-HDL act	-24	-10	-5	28	11	33	13	2
MITF act	-3	6	4	5	.	-3	-4	-8
Arr AP2 block	-5	2	-9	28	6	6	5	-11
PKA-R2B activ	3	-3	7	2	-5	-1	2	7
CDK5 p35 inh	2.4	-0.4	-1.2	0.6	-1.2	0.0	-4.4	0.6
Mot1-301 SUMO	3	-25	-14	-9	-1	7	0	-9
